# Glioma ERSR ind – inducers of ER stress response in human glioma cells | U87-MG GRP78 promoter luciferase reporter, 16 h | Potency, µM, without a hit: at the top dose activation, hits mostly activators | hit rate 0.02% among 420,000 | AID 602332; also: potency is read from the fitted curve at half-maximal effect; series mostly up to about 76 µM; % of control where 0% means no effect; nearly all actives have a fitted effect of over 35% in size
#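 ERSR induction read as luciferase luminescence (Bright-Glo, 10 min at room temperature) in stably transfected human U87-MG glioma cells exposed to compounds for 16 h, using GRP78 as sensor.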
# LDHA inh – inhibitors of human lactate dehydrogenase A; P00338; purified LDHA, NADH/diaphorase-resazurin fluorescence; hits give low values; activity change, % (values are at about 110 or 230 µM); hit rate 0.15% among 480,000; in the data active = activity change below about -30%; inconclusive = mostly about -25% to -30%;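 also: plate controls were DMSO wells for no effect and wells without enzyme for full effect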
#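 Enzyme activity of human lactate dehydrogenase 5 (2 nM; 0.06 mM NADH, 0.2 mM pyruvate, 5 min, RT) is measured via a resazurin/diaphorase fluorescence readout of residual NADH.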
# D2 agonist – activates the human D2 dopamine receptor. activation, % at 2 µM. HEK293 T-REx D2 cells, calcium flux agonist mode. AID 485358. hit rate 0.53% among 340,000;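 active = activation over 3 SD above normal in the single-dose calcium agonist read, cut at about 30% in these data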; also: 0% is about no effect
#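 In this primary screen, compounds producing a positive calcium signal within 180 s of addition to tetracycline-induced, force-coupled HEK293 Trex D2 cells are flagged; cells are dye-loaded with a no-wash calcium kit beforehand.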
# RGS4 inh – inhibitors of human regulator of G protein signaling 4. Transcreener GDP fluorescence polarization, RGS4-accelerated GTP hydrolysis. Potency, µM (doses to about 114 µM), for the others: top-dose activity change, negative = inhibition, actives largely listed as inhibitors. hit rate 0.039% among 390,000; also: potency is read from the fitted curve at half-maximal effect; % is scaled to controls: 0 for no effect and ±100 for the full control effect; nearly all actives have a fitted effect of over 75% in size; some results filed as inactive show a strong effect at the top dose
# Target sequence (P49798 whole entry, looked up): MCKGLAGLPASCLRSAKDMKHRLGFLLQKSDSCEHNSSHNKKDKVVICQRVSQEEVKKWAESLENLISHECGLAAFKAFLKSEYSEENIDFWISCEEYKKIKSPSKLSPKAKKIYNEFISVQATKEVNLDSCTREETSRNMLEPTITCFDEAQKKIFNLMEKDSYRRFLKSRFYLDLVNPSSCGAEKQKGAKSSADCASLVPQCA
#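 MLSMR compounds (23 nl, pin-transferred) preincubated 10 min at room temperature with a 500nM (2x) first reagent, then RGS4 at 900nM (2x) plus Transcreener GDP mix added; fluorescence polarization (620/688 nm) read before and after 90 min at 30 °C.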
# D2 antag – D2 dopamine receptor (human) antagonism; inhibition, % at 10 µM; hit rate 2% among 340,000; AID 485344; HEK293 TREx D2 cells, calcium flux, dopamine EC80; P14416; in the data active = inhibition above about 30%; also: 0% is about no effect
#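 In this primary screen, negative modulation is detected by tracking calcium flux after an EC80 dopamine challenge in inducible HEK293 T-REx D2 cells preexposed to test compound for 180 s.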
# Vif-APOBEC3G blk – inhibitors of Vif-APOBEC3G interaction. HeLa A3G-eYFP + Vif (tagged APOBEC3G with the HIV-1 protein that degrades it), YFP fluorescence, overnight. hit rate 0.076% among 410,000. Q9HC16. Potency, µM (highest dose often 46.1 µM), without a hit: top-dose activity, negative = active, actives largely listed as inhibitors. AID 602310;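 also: potency is read from the fitted curve at half-maximal effect; % is scaled to controls: 0 for no effect and ±100 for the full control effect; nearly all actives have a fitted effect of over 60% in size; hits raise eYFP signal because A3G escapes Vif-driven loss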
# Target sequence (Q9HC16 whole entry, looked up): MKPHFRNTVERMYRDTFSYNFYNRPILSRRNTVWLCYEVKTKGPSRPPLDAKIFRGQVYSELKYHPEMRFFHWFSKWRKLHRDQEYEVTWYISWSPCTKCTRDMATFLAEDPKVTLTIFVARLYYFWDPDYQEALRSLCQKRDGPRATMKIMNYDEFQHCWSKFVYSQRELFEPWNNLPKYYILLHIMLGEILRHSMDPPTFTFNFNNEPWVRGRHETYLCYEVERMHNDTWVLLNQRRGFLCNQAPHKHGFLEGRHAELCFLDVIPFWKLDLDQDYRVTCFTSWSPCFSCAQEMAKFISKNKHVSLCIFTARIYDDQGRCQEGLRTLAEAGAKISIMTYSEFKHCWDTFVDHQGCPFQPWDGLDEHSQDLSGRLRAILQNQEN
#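 Read-out is eYFP fluorescence (Ex 488/Em 500-530) from Vif-expressing HeLa A3G-eYFP cells; more signal means A3G escaped Vif-mediated degradation. Cells plated overnight, compound pinned in, incubated overnight at 37 deg C.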
# 12-LOX inh – inhibitors of human 12S-lipoxygenase ALOX12 | Potency, µM (top dose mostly 108 µM), for inactives: at the highest dose activity change, negative = inhibition, actives largely listed as inhibitors | purified 12hLO, xylenol orange hydroperoxide absorbance | hit rate 1.1% among 580,000 | P18054; also: potency is read from the fitted curve at half-maximal effect; % is scaled to controls: 0 for no effect and ±100 for the full control effect
#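 Purified human 12hLO (150 nM final) in 25 mM Hepes, 0.01% Triton X-100, pH 7.0 was preincubated 15 min at room temperature with compound. Then 40 uM arachidonic acid was added, 30 min. Hydroperoxide was read by Fe-XO absorbance ratio 573/405 nm.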
# ERG Ets-DNA blk – inhibitors of human ERG Ets domain-DNA interaction. P11308. fluorescence polarization, His-ERG Ets domain / labelled DNA. Potency, µM (top dose mostly 76.9 µM), inactives show at the highest dose FP activity, negative = inhibition, usual class: inhibitors. hit rate 0.028% among 370,000; active = well fitted inhibition curve with a large enough effect in the polarisation, with a control signal flat; inconclusive = small, poorly fitted or top-dose-only effect, or effect the other way, or a change in a side signal; inactive = no such curve, though single readings can be large or run the other way; the % refers to the polarisation;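 also: polarization taken with two DNA probes labelled with fluorescein and Texas red; potency is read from the fitted curve at half-maximal effect; % of control where 0% means no effect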
# Target sequence (P11308 whole entry, looked up, the tested form may be a part): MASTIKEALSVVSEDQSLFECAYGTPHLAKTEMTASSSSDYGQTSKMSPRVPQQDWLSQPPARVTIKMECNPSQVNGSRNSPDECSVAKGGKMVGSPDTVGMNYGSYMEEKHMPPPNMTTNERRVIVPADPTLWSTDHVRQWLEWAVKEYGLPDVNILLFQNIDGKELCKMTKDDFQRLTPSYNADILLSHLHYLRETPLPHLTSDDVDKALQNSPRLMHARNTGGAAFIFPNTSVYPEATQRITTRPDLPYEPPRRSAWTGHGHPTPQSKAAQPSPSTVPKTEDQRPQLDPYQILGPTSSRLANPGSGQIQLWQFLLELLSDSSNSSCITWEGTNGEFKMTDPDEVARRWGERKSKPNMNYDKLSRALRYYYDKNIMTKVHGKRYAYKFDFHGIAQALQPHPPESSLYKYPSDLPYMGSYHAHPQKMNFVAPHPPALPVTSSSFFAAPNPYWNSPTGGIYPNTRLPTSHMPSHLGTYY
#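 His-tagged ERG Ets domain (1 uM in the protein solution; 300mM KCl, 50mM Tris-HCl, 1mM EDTA, 1mM DTT, pH 7.5) received compound, then a probe mix of 5 nM fluorescein-DNA and 100nM Texas-615-DNA. Fluorescence polarization was read for both dyes.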
# Vif-A3F inh – Vif-A3F binding inhibition | HeLa A3F-eYFP + Vif (tagged APOBEC3F with the HIV-1 protein that degrades it), YFP fluorescence increase | Potency, µM (top dose mostly 46.1 µM), without a hit: at the top dose activity, negative = active | hit rate 0.2% among 390,000; also: potency is read from the fitted curve at half-maximal effect; % of control where 0% means no effect; nearly all actives have a fitted effect of over 65% in size
#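 Fluorescence increase (Ex 488/Em 500-530) after overnight compound treatment at 37 deg C flags inhibition of Vif-driven A3F-eYFP loss in stable HeLa A3F-eYFP/Vif cells seeded overnight beforehand.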
# Numbers without * were called inactive; u = inconclusive; x = no result given; [ ] = remark or other dose. Unless noted, calls follow the shape of the dose curve; as a rule, active = well fitted curve in the direction sought with a large enough effect; inconclusive = small, poorly fitted or top-dose-only effect, or another doubt; inactive = no such curve, though single readings can be large; an effect the other way counts as inactive or inconclusive. These rows are one share of the data; count on the stated rates, not on these rows.
SMILES,Glioma ERSR ind,LDHA inh,D2 agonist,RGS4 inh,D2 antag,Vif-APOBEC3G blk,12-LOX inh,ERG Ets-DNA blk,Vif-A3F inh
CCCCCCCNC(=O)C1(CC2CC(c3cccc(Br)c3)=NO2)CCN(C(=O)C2(C)CC2)CC1 (centres undefined),-1.2%,-1.7,0.1,2.6%,-0.7,-6.4%,-4.5%,-10.9%,10.8%
Cc1ccn2cc(CCNC(=O)C3CC=CCC3C(=O)O)nc2c1 (centres undefined),13.0%,-6.1,0.2,6.7%,-9.7,-1.8%,-15.8%,8.2%,-1.1%
Cc1c(C(=O)N2CCN(Cc3ccccc3)CC2)oc2c1C(=O)CCC2,-5.8%,-10.3,0.1,11.7%,-9.0,1.7%,23.4%,3.5%,14.5%
COc1ccc2nc(NC(=O)CCNS(=O)(=O)c3ccc4c(c3)oc(=O)n4C)sc2c1,-0.4%,2.0,0.8,-2.7%,-12.2,-1.3%,7.0%,-3.3%,-0.8%
COc1ccc(-c2nn(-c3ccccc3)cc2/C=N/NC(N)=S)cc1OC,-1.5%,-4.1,0.4,u,-0.2,u,31.6µM*,7.3%,-4.8%
COc1ccccc1NC(=O)Cn1nnc(C(=O)Nc2ccccc2)c1N,0.0%,-5.0,0.5,5.4%,0.2,-2.8%,-0.7%,-8.0%,-6.5%
S=c1[nH]nc(-c2ccco2)n1C1CCCCC1,-3.9%,-0.9,-0.5,u,-3.2,-0.3%,u,2.3%,-3.0%
COc1ccc(-n2nc3cc(N)c(Br)cc3n2)cc1,3.4%,4.3,0.2,-35.6%,-3.8,-0.9%,-8.3%,11.5%,2.8%
CC(=O)N/N=C(\C)C1COc2ccccc2O1 (centres undefined),-1.2%,-6.7,0.2,-1.3%,-2.4,-0.3%,-13.1%,-1.5%,0.1%
CC1CCCN(C(c2ccccc2)c2sc3ncnn3c2O)C1 (centres undefined),0.1%,-9.2,-0.3,24.6%,-11.1,2.0%,4.5%,9.2%,1.6%
Nc1nc2ncc(-c3ccsc3)c(N)n2n1,-2.1%,-8.3,-0.5,27.7%,1.4,0.1%,13.5%,24.0%,-1.1%
COc1ccc(OCc2cc(C(=O)NCc3cccc(C)n3)no2)c(Cl)c1,3.5%,4.0,x,15.2%,x,0.6%,-4.7%,-7.9%,-12.0%
Cc1cc(C)c(NC(=O)C2CCN(c3cnccn3)CC2)c(C)c1,-3.8%,-1.3,1.0,8.7%,-14.9,0.3%,3.1%,-3.9%,-5.3%
CC(=O)c1sc(NC(=O)c2c(F)cccc2F)nc1-c1ccccc1,4.2%,2.0,0.9,-1.9%,-3.3,-16.8%,0.9%,-0.7%,4.0%
NC(=S)NNC(=O)/C(=C/c1ccc(Br)cc1)NC(=O)c1ccccc1,-2.6%,0.4,-0.5,-42.4%,-1.2,-0.4%,1.5%,10.1%,-5.0%
Cc1ccc(NC(=O)CCC(=O)N/N=C/c2cccs2)cc1,1.0%,-2.3,-0.3,u,8.4,-1.0%,2.5%,0.6%,-12.3%
Cc1nnsc1S(=O)c1ccc(Cl)cc1 (centres undefined),-5.7%,-9.4,-0.1,15.9%,-33.3,-9.0%,0.0%,-3.1%,2.1%
CC1CCC(=NNC(=O)c2ccccc2-n2cccc2)CC1 (centres undefined),0.9%,1.8,-0.4,-15.7%,-24.6,-1.1%,-12.0%,-3.5%,17.9%
COC(=O)c1nn(-c2ccccc2)c(Cl)c1/C=N/OCc1c(Cl)cccc1Cl,1.0%,1.8,x,8.6%,x,0.6%,-0.5%,12.8%,4.2%
Cn1c2ccccc2c(=O)c2cc(C#Cc3ccsc3)ccc21,2.9%,-1.6,-0.6,6.0%,-35.8,3.1%,-21.8%,4.5%,-10.2%
CC(=O)N1CCN(C(=O)c2cc(S(=O)(=O)N3CCCCC3)ccc2Cl)CC1,-3.8%,-3.5,-1.0,5.0%,9.8,0.4%,6.6%,2.6%,0.2%
COc1ccc(/C=N/NC(=O)CCCOc2ccc(Cl)cc2Cl)cc1,-3.4%,-0.6,1.2,47.5%,-3.6,-10.4%,3.6%,3.2%,-12.9%
O=C(Nc1cc(Cl)cc(Cl)c1)c1coc(=O)c(Br)c1,0.7%,-4.2,-0.9,-29.4%,3.4,-16.4%,u,26.8%,-13.4%
CCOC(=O)c1c(N)sc(C(=O)Nc2ccccc2)c1C,-5.8%,-1.7,0.4,-42.6%,-23.5,-7.3%,0.0%,-15.4%,-2.1%
Cc1ccc(NC(=O)c2cc(C)n(-c3cccc(C)c3)c2C)cc1,1.2%,1.1,-0.1,-17.5%,-6.5,-4.7%,-4.1%,14.8%,1.5%

# Overlap with the part before: 2 compounds, then new ones.
SMILES,Glioma ERSR ind,LDHA inh,D2 agonist,RGS4 inh,D2 antag,Vif-APOBEC3G blk,12-LOX inh,ERG Ets-DNA blk,Vif-A3F inh
CCOC(=O)c1c(N)sc(C(=O)Nc2ccccc2)c1C,-5.8%,-1.7,0.4,-42.6%,-23.5,-7.3%,0.0%,-15.4%,-2.1%
Cc1ccc(NC(=O)c2cc(C)n(-c3cccc(C)c3)c2C)cc1,1.2%,1.1,-0.1,-17.5%,-6.5,-4.7%,-4.1%,14.8%,1.5%
Cc1ccnc(NC(=O)CNC(=O)c2ccc(C)s2)c1,2.6%,-3.9,0.2,-3.0%,9.0,4.7%,7.2%,5.2%,3.4%
CCCn1c(SCC(=O)N(CC)c2c(N)n(Cc3ccccc3)c(=O)[nH]c2=O)nnc1-c1ccncc1,-4.8%,-0.6,x,3.3%,x,1.2%,-7.6%,5.5%[15.4 µM],-4.2%
CN(C)S(=O)(=O)c1ccc(C(=O)Nc2nnc(-c3ccc4c(c3)CCCC4)o2)cc1,-1.1%,-8.1,-0.4,2.1%,-20.1,2.1%,-5.9%,-4.0%,u
C/C(=C\c1ccc(F)cc1)C(=O)c1c(C)cc(C)[nH]c1=O,-4.1%,-0.8,-1.3,8.5%,23.0,1.3%,34.2%,-3.4%,0.1%
COc1ccc(C(=O)/C=C/Nc2ccc(S(=O)(=O)Nc3cccc(C(C)=O)c3)cc2)cc1,-1.4%,-4.4,0.8,-26.6%,2.2,0.6%,-19.0%,1.9%,-7.4%
COc1ccc(C)cc1NC(=O)CN1CCN(S(=O)(=O)c2ccc(C(C)C)cc2)CC1,-2.8%,2.1,x,0.4%,x,-0.6%,5.4%,-1.8%,5.2%
COc1cc(OC)c(S(=O)(=O)N2CCN(C(=O)c3ccco3)CC2)cc1NC(C)=O,-6.2%,-6.7,x,-42.9%,x,0.6%,0.5%,-14.2%,-4.0%
CCc1ccc(NC2Nc3cc(C)nn3S2)cc1 (centres undefined),-3.3%,-2.4,-1.0,-32.9%,17.2,-5.1%,25.1µM*,-11.7%,0.5%
Clc1ccc2[nH]cc(-c3nnnn3-c3ccc4ccccc4c3)c2c1,-4.2%,-6.2,-0.5,-0.1%,-4.2,1.3%,0.0%,-3.4%,-2.3%
CCOCCc1nnc(NC(=O)COC)s1,-0.7%,-0.8,-0.5,-1.2%,-18.5,0.5%,-4.0%,x,-0.1%
Cc1cc(-n2cccn2)ccc1CN1CCN(C2CCCC2)C(CCO)C1 (centres undefined),-1.6%,-2.3,0.6,-10.1%,-16.1,1.8%,2.4%,-6.0%,4.4%
CN1C(=O)C(O)(C2CCCCCC2=O)c2ccccc21 (centres undefined),0.4%,-9.8,0.6,29.3%,5.6,0.6%,123.2%[activator],0.6%,1.9%
CCOCc1nnc(NC(=O)C2CCN(C(=O)c3ccco3)CC2)s1,2.0%,-6.6,-0.8,-0.5%,-20.2,-1.2%,-2.6%,13.4%,-5.0%
Cc1c(Cl)cccc1NC(=O)CSc1ncnc2c1cnn2CCO,-3.9%,-9.0,0.4,-8.9%,22.0,-2.2%,-7.6%,-3.3%,3.9%
CN1CCN(CCCNC(=O)c2cc3c(=O)n(C)c4ccccc4c3s2)CC1,-5.2%,0.0,0.8,3.0%,-18.4,3.5%,15.1%,-13.7%,-10.1%
O=S(=O)(c1cccc(F)c1)N1CCN(c2ncnc3scc(-c4ccc(F)cc4)c23)CC1,-2.4%,-8.6,0.6,12.6%,8.2,-2.4%,2.6%,-2.7%,0.3%
COc1ccc(C(=O)N[C@H](C(=O)NCc2cccs2)C(C)C)cc1,-0.8%,-3.2,-0.4,-2.2%,-2.4,5.9%,-25.0%,2.5%,10.5%
Cc1sc2ncnc(NCc3ccccc3)c2c1C,-2.1%,-4.4,0.7,-3.5%,4.4,-6.1%,0.7%,7.5%,1.9%
COc1ccc(NC(=S)Nc2cc(C)[nH]n2)cc1Cl,1.2%,-4.4,-1.4,u,-0.3,4.7%,u,-1.0%,8.5%
C=CCOC(=O)C1=C(C)NC(=S)C(C#N)(CC=C)C1c1ccccc1Cl (centres undefined),0.3%,1.1,-0.9,-3.5%,-13.8,-5.0%,-4.3%,1.5%,1.1%
CN(CC(=O)Nc1cccc(F)c1)C(=O)C1CCN(C(=O)c2ccc(Cl)cc2)CC1,6.5%,-3.4,0.2,-2.7%,20.0,2.6%,0.0%,5.8%,-1.5%
Cc1ccsc1C(=O)N1CCCCCC1(C)C(=O)NCC(C)C (centres undefined),0.0%,-3.2,x,x,x,-0.9%,10.5%,x,x
CC(C)CN1C(=O)c2ccc(NC(=O)c3cccs3)cc2C1=O,7.3%,-11.2,0.0,-0.7%,8.1,0.1%,22.0%,-4.2%,-10.3%
COc1ccc(CC(N)c2csc(Nc3ccc(C(=O)c4ccccc4)cc3)n2)cc1 (centres undefined),-6.6%,-9.8,x,x,x,-20.9%,u,x,x

# Screening results (PubChem BioAssay)
